# From PubChem
# MBD2 DNA inh – inhibitors of MBD2 binding to methylated DNA, primary screen, biochemical, TR-FRET, DNA-binding domain, human. Methyl-CpG-binding domain protein 2 (Homo sapiens), Q9UBB5. MBD2 binding to methylated oligonucleotide. inhibition, % at 4.4 µM. 0.31% of 370,000 active; in the data active = inhibition above about 13%
# Target sequence (Q9UBB5 whole entry, looked up, the tested form may be a part): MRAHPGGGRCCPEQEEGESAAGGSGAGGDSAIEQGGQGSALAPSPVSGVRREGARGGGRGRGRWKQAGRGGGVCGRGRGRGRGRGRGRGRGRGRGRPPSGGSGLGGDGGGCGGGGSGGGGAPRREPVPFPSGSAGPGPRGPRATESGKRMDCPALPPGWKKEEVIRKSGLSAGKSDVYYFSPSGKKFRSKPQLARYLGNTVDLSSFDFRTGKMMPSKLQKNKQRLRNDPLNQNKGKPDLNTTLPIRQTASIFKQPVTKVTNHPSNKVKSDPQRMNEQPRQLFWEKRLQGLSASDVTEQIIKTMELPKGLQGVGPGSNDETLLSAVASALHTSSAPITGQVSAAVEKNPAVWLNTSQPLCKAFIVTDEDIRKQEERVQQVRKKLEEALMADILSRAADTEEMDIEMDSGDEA
# TDP2 inh – human TDP2 enzyme inhibitors, primary screen, biochemical, epi absorbance, recombinant enzyme. Tyrosyl-DNA phosphodiesterase 2 (Homo sapiens), O95551. T5PNP hydrolysis, p-nitrophenol absorbance 415 nm. inhibition, % at 12.8 µM. 0.34% of 370,000 active;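 active = inhibition above the mean of all tested compounds plus 3 SD, set per campaign, cut at about 25% in these data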;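 note: 0% = DMSO with enzyme and 100% = buffer with substrate but no TDP2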
# Target sequence (O95551 whole entry, looked up): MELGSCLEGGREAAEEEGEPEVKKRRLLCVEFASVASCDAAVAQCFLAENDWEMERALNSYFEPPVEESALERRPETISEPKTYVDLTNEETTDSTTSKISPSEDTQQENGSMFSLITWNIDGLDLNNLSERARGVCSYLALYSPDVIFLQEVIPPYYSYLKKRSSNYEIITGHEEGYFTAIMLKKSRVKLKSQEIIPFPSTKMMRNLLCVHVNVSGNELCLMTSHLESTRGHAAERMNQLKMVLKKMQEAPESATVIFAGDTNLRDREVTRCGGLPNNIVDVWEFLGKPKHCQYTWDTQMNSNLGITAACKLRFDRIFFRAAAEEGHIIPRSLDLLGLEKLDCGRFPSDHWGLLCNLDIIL
#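 Test system: human TDP2 enzyme; Input: 120 nM TDP2 per well; Buffer or medium: Mg2+-containing Tris-HCl buffer, pH 7.5; Reagent: 5 mM T5PNP; Dosing: 12.8 µM single point, 1% DMSO; Incubation: reaction 2 h, 37 °C; Detection: p-Nitrophenol epi absorbance; Read-out: % inhibition relative to enzyme-containing and enzyme-free wells; Replicates: single well per compound.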
# NPR2 activator – human GC-B receptor activators, primary screen, HEK293 GC-B cells, cGMP TR-FRET, EC30 CNP; Atrial natriuretic peptide receptor 2 (Homo sapiens), P20594; 0% at EC30 CNP, 100% saturating CNP; activation, % at 10 µM; 0.11% of 370,000 active; AID 1920062, 2024;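 active = activation at 10 µM reaching about 35% in either raw or pattern-adjusted values, limit read from the data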
# LEDGF integ inh – blockers of LEDGF/p75-dependent integrase strand transfer – biochemical, TR-FRET, high throughput, primary screen; HIV-1 integrase (with human LEDGF/p75); TR-FRET IN-LEDGF/p75 DNA integration, Eu/Cy5; inhibition, % at 3.7 µM; 0.64% of 370,000 active; AID 743269, 2014;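 active = inhibition above the screen-wide mean plus 3 SD, cut at about 13% in these data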;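 note: signal is the Cy5 over europium emission ratio at 671 and 618 nm; 0% = plate median of compound wells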
# TCR CD3 inh – inhibitors of human TCR-CD3 interaction, primary screen, biochemical, fluorescence, TAMRA-labeled TCR probe. inhibition, % at 9.4 µM. T-cell receptor (TCR). 0.37% of 360,000 active; in the data active = inhibition above about 19%;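 note: recombinant mutant TCR 2C K166C tagged with TAMRA read by polarization; 0% = receptor in buffer alone and 100% = receptor with positive control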
# ABHD4 inh – ABHD4 inhibitors, primary screen, biochemical, fluorescence polarization, mouse | inhibition, % at 8.92 µM | 0.54% of 370,000 active | purified mABHD4, FP-Rh probe fluorescence polarization;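 active = inhibition exceeding the mean over every tested compound plus 3 SD, cut at about 30% in these data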;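 note: 0% = plate median of compound wells and 100% = S159A mutant with DMSO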
#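 Test system: mABHD4 protein | Buffer or medium: HEPES pH 7.0 buffer, 150 mM NaCl, 0.01% Pluronic F-127 | Probe or stimulus: FP-Rh fluorescent activity-based probe, added after compound pre-incubation | Timing: Pre-incubation 45 min, probe exposure 60 min, at 25 °C | Technique: Fluorescence polarization, excitation 525 nm, emission 598 nm, BODIPY TMR filters | Repeats: Single well per compound (singlicate)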
# HTRA1 inh – HTRA1 serine protease inhibitors, primary screen, biochemical, fluorescence polarization, HTS | Q92743 | inhibition, % at 5.96 µM | 0.5% of 340,000 active | recombinant HTRA1, FP-rhodamine activity-based probe; in the data active = inhibition above about 36%;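 note: 0% = enzyme with DMSO and 100% = wells lacking enzyme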
# PRMT1 FP inh – PRMT1 methyltransferase inhibitors, primary screen, biochemical, fluorescence polarization | Protein arginine N-methyltransferase 1 (Homo sapiens), Q99873 | recombinant PRMT1, activity-based probe fluorescence polarization | inhibition, % at 2.79 µM | 1.3% of 370,000 active | AID 652257, 2013;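 active = inhibition above about 21% made by adding two undisclosed values, limit read from the data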
# rCAG RNA binder – binders of r(CAG) RNA repeats, primary screen, biochemical, fluorescence. r(CAG) RNA repeat, TO-PRO-1 dye displacement fluorescence. inhibition, % at 3 µM. 1.3% of 370,000 active;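 active = inhibition above the plate cutoff, the mean of all test compounds on that plate plus 3 SD, cut at about 35% in these data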;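 note: 0% = DMSO alone and 100% = 100 µM mitoxantrone as full dye displacement; higher means more dye released from RNA so lower well fluorescence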
# SIAE inh – human SIAE inhibitors, primary screen, biochemical, fluorescence polarization, FP-Rh probe, 1536-well HTS. AID 1053197, 2014. inhibition, % at 9.66 µM. SIAE FP-Rh probe binding. 0.69% of 370,000 active;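 active = inhibition above a cutoff: mean of compounds within the control limits plus 3 SD of those, cut at about 17% in these data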;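 note: 0% = plate median of compound wells and 100% = probe without SIAE protein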
# Active calls of the source: *; / = not tested or not shown.
SMILES,MBD2 DNA inh,TDP2 inh,NPR2 activator,LEDGF integ inh,TCR CD3 inh,ABHD4 inh,HTRA1 inh,PRMT1 FP inh,rCAG RNA binder,SIAE inh
CCCn1c(=O)c(C(=O)NCC2CCCO2)c(O)c2ccccc21 (centres undefined),-3.7,-6.5,-0.2,5.5,-0.1,-5.3,-14.5,-6.2,-0.7,-0.4
NC(=O)C1CCN(C(=O)c2ccc(Cl)c(S(=O)(=O)N3CCc4ccccc43)c2)CC1,0.3,12.6,-0.2,-2.8,-10.5,-2.6,-0.9,-0.8,3.1,-1.8
COc1ccc2[nH]c(C(=O)O)c(NC(=O)c3cc(OC)c(OC)c(OC)c3)c2c1,0.7,5.9,2.4,-2.6,1.1,1.7,2.7,1.2,28.8,4.4
COCC(=O)n1nc(-c2ccccc2)nc1NCc1ccccc1,0.7,1.7,-4.2,0.6,-1.9,2.6,-1.2,-0.3,-0.8,-1.6
CC(=O)NCCn1c(SCc2cc(F)ccc2F)nc2ccccc2c1=O,-4.3,5.1,-6.4,-2.2,12.1,-2.6,2.5,-3.3,-5.8,-2.2
O=C(OCC(=O)N1CCN(c2ccccc2)CC1)C1=COCCO1,0.0,8.5,2.3,-1.3,0.7,-1.9,9.4,0.6,-4.5,1.7
Cc1ccccc1-n1c(N)c(C(=O)Nc2ccc(F)cc2)sc1=S,4.5,-9.0,7.2,-0.2,1.7,2.4,-0.8,4.7,-0.4,-0.2
COc1ccccc1NC(=O)Cn1c(CN2CCCCC2)nc2ccccc2c1=O,-2.3,-1.6,3.7,-4.4,-6.4,-4.5,-6.8,0.5,-1.2,-2.1
O=C(Nc1ccc(N2CCCC(O)C2)cc1)c1snc2c(=O)[nH]cnc12 (centres undefined),-7.8,0.5,-6.8,-1.6,-3.2,5.6,6.1,1.3,8.9,-2.2
CCc1nn(-c2ccccc2)c2c1-c1cc(OC)c(OC)cc1C1(N2)C(=O)Nc2ccccc21 (centres undefined),0.1,-19.1,-6.7,1.3,-5.8,-26.9,-56.1,-0.4,17.6,-10.0
Cc1cc2c3c([nH]c2cc1S(=O)(=O)NCCCOC(C)C)CC(C)(C)CC3=O,-2.4,-2.9,5.6,3.3,6.3,-2.5,-5.2,-1.2,-3.1,-0.3
CNc1nc(Oc2cccc(NC(C)=O)c2)c2sccc2n1,-3.1,-3.4,4.3,-2.1,-5.3,6.1,/,-1.8,1.7,-1.4
CC1(C)CC(=O)C2=C(C1)Oc1ncn3nc(-c4cccnc4)nc3c1C2c1ccccc1 (centres undefined),3.8,11.7,-28.3,0.8,-0.7,-3.5,0.9,5.2,0.0,-4.3
CCN(Cc1ccccc1)C(=O)COC(=O)c1cc(=O)[nH]c2ccccc12,-3.5,-0.1,-4.6,2.5,-0.5,-6.2,2.9,-3.6,-4.7,-4.5
CC(C)CNc1cc(=O)n(C)c(=O)n1C,2.0,7.0,-0.5,2.9,-1.0,-4.7,1.3,-3.7,-3.7,-0.9
O=C(CSc1nnc2scc(-c3ccccc3)n12)NCc1ccco1,1.3,-1.8,0.8,-2.6,5.7,5.1,-4.4,-1.4,-0.9,10.8
CCN(CC(=O)Nc1c(F)cccc1F)C(=O)c1ccc(OCC(=O)N2CCOCC2)c(OC)c1,3.2,-12.1,2.9,6.9,5.5,-1.4,-2.3,-0.1,-1.5,-12.9
Cc1cc(Nc2nc3ccccc3nc2Cl)n(-c2ccc([N+](=O)[O-])cc2)n1,2.3,-9.7,4.7,81.7*,0.4,1.5,-13.9,2.3,-2.6,6.9
Cc1ccc(C2=NOC(C)(c3nnc(-c4ccc(F)cc4)o3)C2)cc1 (centres undefined),-0.1,-3.6,-1.3,0.8,5.9,-4.7,-12.8,0.8,-6.2,-2.4
CCc1nnc(NC(=O)C2CCCN2C(=O)Nc2ccccc2OC)s1 (centres undefined),-4.4,-7.6,0.0,-0.9,2.2,0.5,4.3,-2.2,-0.3,2.1

# 7 compounds already listed, arranged by their value in TCR CD3 inh, low to high:
canonical_smiles | TCR CD3 inh
CNc1nc(Oc2cccc(NC(C)=O)c2)c2sccc2n1 | -5.3
Cc1cc(Nc2nc3ccccc3nc2Cl)n(-c2ccc([N+](=O)[O-])cc2)n1 | 0.4
CCc1nnc(NC(=O)C2CCCN2C(=O)Nc2ccccc2OC)s1 (centres undefined) | 2.2
CCN(CC(=O)Nc1c(F)cccc1F)C(=O)c1ccc(OCC(=O)N2CCOCC2)c(OC)c1 | 5.5
O=C(CSc1nnc2scc(-c3ccccc3)n12)NCc1ccco1 | 5.7
Cc1ccc(C2=NOC(C)(c3nnc(-c4ccc(F)cc4)o3)C2)cc1 (centres undefined) | 5.9
Cc1cc2c3c([nH]c2cc1S(=O)(=O)NCCCOC(C)C)CC(C)(C)CC3=O | 6.3

# Following part
SMILES,MBD2 DNA inh,TDP2 inh,NPR2 activator,LEDGF integ inh,TCR CD3 inh,ABHD4 inh,HTRA1 inh,PRMT1 FP inh,rCAG RNA binder,SIAE inh
COc1ccc(C)cc1NC(=O)COCC(=O)O,3.0,-1.7,11.2,4.4,-7.5,0.6,-0.1,1.4,3.5,-1.1
CC(NC(=O)c1cc(=O)[nH]c2ccccc12)c1ccc(F)cc1F (centres undefined),-6.5,11.1,-3.3,0.1,6.2,9.1,11.6,0.8,2.9,3.2
CCCNC(=O)CC1Sc2ccccc2NC1=O (centres undefined),2.0,0.5,1.5,-3.0,-5.7,-2.6,-5.1,1.8,-0.3,0.3
CC(C)c1cc(CNC(=O)C2CCC(=O)N(CCc3ccc(Cl)cc3)C2)on1 (centres undefined),-0.6,-15.1,2.9,0.8,-2.1,4.7,9.3,1.4,-7.4,0.6
CC(=O)c1ccc(NC(=O)CSc2nnc(-c3ccco3)c(-c3ccco3)n2)cc1,-0.9,7.0,-0.7,34.5*,3.0,45.1*,20.0,73.3*,45.4*,7.9
CCOC(=O)c1c(NC(=O)C2C3CCC(O3)C2C(=O)O)sc2c1CCCC2 (centres undefined),-2.1,2.0,5.5,3.1,13.1,6.6,4.3,-2.0,16.3,1.6
CC(C)CC(=O)c1c[nH]c(C(=O)NCc2cccs2)c1,2.8,-3.7,-4.9,3.0,7.8,-2.6,0.9,-0.1,-1.5,-1.8
CCCCNS(=O)(=O)CCNCc1ccccc1OC,2.3,4.5,-0.2,3.5,-2.8,1.5,4.8,2.5,-1.5,4.1
COc1ccccc1S(=O)(=O)N1CCn2cccc2C1C (centres undefined),-2.0,-4.9,6.1,2.6,6.3,1.3,5.1,2.5,3.0,8.2
O=C(Nc1ncnc2c1CCC2)C12CC3CC(CC(C3)C1)C2,0.1,2.7,0.9,1.9,7.0,8.8,-1.6,2.2,-4.5,-4.2
CCCC(C)NC(=O)c1ccc2[nH]c3c(c2c1)CC(C)CC3 (centres undefined),1.1,-10.1,3.3,-0.8,0.5,-1.9,-0.4,1.7,-2.8,6.8
CCOC(=O)Cc1csc(NC(=O)c2ccc(C)cc2)n1,-0.9,0.9,-2.9,7.0,-5.1,3.0,-10.5,-2.1,-6.8,4.5
CC(=O)N(c1ccccc1)c1ccc([N+](=O)[O-])cc1[N+](=O)[O-],0.0,0.5,-1.6,-2.0,4.2,-7.5,2.9,-2.1,5.8,-5.0
CCCN1C(=O)C(Cc2nc3ccccc3c(=O)n2C)c2ccccc21 (centres undefined),-0.4,8.1,-13.1,-0.5,6.5,6.0,-2.5,-1.3,0.6,8.7
COCCn1c(Sc2nc(C)cs2)nc2c1c(=O)[nH]c(=O)n2C,-5.0,-0.3,-0.7,0.9,2.5,2.6,1.2,0.4,-2.4,4.5
COc1ccc(-c2coc3c(C(=O)NCc4ccc(F)c(F)c4)cccc23)c(C)c1,-3.5,4.2,9.2,-0.5,3.4,-26.6,/,-1.7,3.6,-12.0
Cc1ccc(NC(=O)CCN2C(=O)C3CCCCC3C2=O)c(O)c1 (centres undefined),-4.8,-4.9,-1.8,-1.1,3.5,1.8,4.1,-2.0,0.0,2.4
O=c1c2ccccc2nc(-c2ccccc2)n1Cc1ccco1,-0.1,4.9,-4.5,0.3,11.6,0.1,-7.9,4.2,-2.1,-5.6
CCc1ccc(NC(=O)CSc2ccc(-c3ccccn3)nn2)cc1,1.3,-5.0,0.5,-5.9,-4.1,-2.3,24.3,2.3,0.6,-1.1
O=C(CCCC(=O)N/N=C/c1ccccc1C(=O)O)N/N=C/c1ccccc1C(=O)O,2.1,-4.5,2.9,4.5,-0.1,1.8,5.9,-0.4,-1.2,-0.1
O=C(NCc1nnnn1-c1ccc(F)c(F)c1)c1ccc(S(=O)(=O)N2CCOCC2)cc1,1.7,-8.5,-5.3,-4.4,-3.0,3.7,-3.4,7.8,0.1,0.1
N#Cc1c(N)[nH]c2ccc(Sc3ccccc3)cc12,2.4,-13.3,44.0*,1.6,5.3,13.5,41.0*,-3.0,11.2,9.1
CCOc1ccc(CCNC(=O)CN(C)S(=O)(=O)c2cccs2)cc1OCC,1.1,-18.8,-2.3,-0.1,-0.5,0.7,1.1,-0.7,-6.2,7.8

# Ordered by SMILES length (rising): 3 of the compounds above
SMILES,MBD2 DNA inh,TDP2 inh,NPR2 activator,LEDGF integ inh,TCR CD3 inh,ABHD4 inh,HTRA1 inh,PRMT1 FP inh,rCAG RNA binder,SIAE inh
CCOc1ccc(CCNC(=O)CN(C)S(=O)(=O)c2cccs2)cc1OCC,1.1,-18.8,-2.3,-0.1,-0.5,0.7,1.1,-0.7,-6.2,7.8
O=C(CCCC(=O)N/N=C/c1ccccc1C(=O)O)N/N=C/c1ccccc1C(=O)O,2.1,-4.5,2.9,4.5,-0.1,1.8,5.9,-0.4,-1.2,-0.1
O=C(NCc1nnnn1-c1ccc(F)c(F)c1)c1ccc(S(=O)(=O)N2CCOCC2)cc1,1.7,-8.5,-5.3,-4.4,-3.0,3.7,-3.4,7.8,0.1,0.1

# A portion of the library; count on the stated rates, not on these rows.
